Assay outcomes (PubChem BioAssay)
PP1 inh = PP1-alpha phosphatase inhibitors, primary screen, counter-screen for PP5 inhibitor project, biochemical, fluorescence, OMFP substrate, single point; inhibition, % at 6.7 µM; AID 2235, 2010; actives 0.9% (n = 320,000); purified PP1alpha; Serine/threonine-protein phosphatase PP1-alpha catalytic subunit (Homo sapiens), P62136;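 active = inhibition above the mean inhibition of all tested compounds plus 3 SD, computed separately for each screening campaign, cut at about 15% in these data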
proCasp7 act = procaspase-7 activators, primary screen, counter-screen for procaspase-3 activator project, biochemical, absorbance, HTS, human. Caspase-7 (Homo sapiens), P55210. recombinant procaspase-7, Ac-DEVD-pNA absorbance 405 nm; D23A/D198A/D206A triple mutant, cannot self-cleave; scale: DMSO 0, 5 µM enzyme 100. activation, % at 8.5 µM. actives 0.093% (n = 330,000). AID 463210, 2010;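 active = percent activation above the screen-wide mean plus 3 SD, cut at about 25% in these data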
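Assay system: Uncleavable procaspase-7 mutant enzyme / Input: 2 µM procaspase-7 mutant as dispensed / Dosing: single nominal 8.5 µM compound dose, 0.8% DMSO final / Timing: 1 h enzyme–compound preincubation and 2 h substrate reaction, both 25 °C / Detection: p-Nitroaniline absorbance at 405 nm, read at 0 and 120 min / Replication: singlicate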
PAFAH2 FP inh = PAFAH2 enzyme inhibitors, primary screen, biochemical, fluorescence polarization, human. recombinant PAFAH2, FP-rhodamine activity probe. actives 0.99% (n = 340,000). inhibition, % at 3.39 µM;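 active = inhibition above the mean over all tested compounds plus 3 SD, cut at about 30% in these data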;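 note: inhibitors block probe labeling of enzyme so polarization drops; 0% = enzyme with DMSO and 100% = wells lacking PAFAH2 protein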
CTSL1 counter = Fasciola hepatica cathepsin L1 inhibitors, primary screen, counter-screen for PFM18AAP inhibitor project, biochemical, QFRET, fluorogenic peptide substrate; AID 1906, 2009; inhibition, % at 5.96 µM; actives 0.49% (n = 300,000); recombinant F. hepatica cathepsin L1, Z-Leu-Arg-MCA fluorescence;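 active = inhibition above the mean of all tested compounds plus 3 SD, set per screening campaign, cut at about 17% in these data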;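 note: 0% = plate median of test compound wells and 100% = 1 µM Z-Phe-Ala-diazomethylketone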
AHR act = AHR activators, primary screen, cell-based, luminescence, luciferase reporter, human; Aryl hydrocarbon receptor (Homo sapiens), P35869; AHR-responsive luciferase reporter cells; AID 2796, 2010; actives 2.5% (n = 320,000); activation, % at 5 µM; in the data active = activation above about 47%;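 note: 0% = vehicle wells and 100% = reference agonist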
Target sequence (P35869 whole entry, looked up): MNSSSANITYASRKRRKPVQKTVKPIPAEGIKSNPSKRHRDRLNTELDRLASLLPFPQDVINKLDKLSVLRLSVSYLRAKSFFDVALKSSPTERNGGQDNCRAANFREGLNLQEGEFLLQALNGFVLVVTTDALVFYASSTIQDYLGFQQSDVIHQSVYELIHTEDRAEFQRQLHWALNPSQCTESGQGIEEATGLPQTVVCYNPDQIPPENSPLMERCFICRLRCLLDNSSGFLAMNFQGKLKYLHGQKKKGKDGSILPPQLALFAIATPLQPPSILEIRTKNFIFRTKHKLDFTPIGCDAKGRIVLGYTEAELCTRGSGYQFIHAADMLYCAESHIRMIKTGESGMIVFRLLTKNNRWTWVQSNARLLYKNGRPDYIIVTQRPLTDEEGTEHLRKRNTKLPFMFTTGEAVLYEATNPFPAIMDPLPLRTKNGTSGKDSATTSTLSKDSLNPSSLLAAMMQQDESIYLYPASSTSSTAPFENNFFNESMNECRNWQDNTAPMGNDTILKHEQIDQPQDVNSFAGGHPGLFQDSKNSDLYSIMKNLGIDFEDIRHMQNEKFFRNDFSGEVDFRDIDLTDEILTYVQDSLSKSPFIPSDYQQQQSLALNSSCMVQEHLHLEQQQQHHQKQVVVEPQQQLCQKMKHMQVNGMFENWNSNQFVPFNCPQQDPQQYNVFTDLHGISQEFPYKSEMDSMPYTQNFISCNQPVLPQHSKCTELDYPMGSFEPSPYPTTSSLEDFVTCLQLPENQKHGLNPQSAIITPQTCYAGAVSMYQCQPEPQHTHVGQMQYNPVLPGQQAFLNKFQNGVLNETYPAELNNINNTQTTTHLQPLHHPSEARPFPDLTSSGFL
PP5 inh = PP5 phosphatase inhibitors, primary screen, biochemical, fluorescence; purified PP5c, OMFP substrate fluorescence; inhibition, % at 6.7 µM; actives 0.18% (n = 320,000); Serine/threonine-protein phosphatase 5 (Homo sapiens), P53041; AID 1987, 2009;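 active = inhibition above the campaign's mean inhibition across all tested compounds plus 3 SD, cut at about 9.5% in these data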;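 note: 0% = DMSO only and 100% = 100 µM cantharidin control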
proCasp3 act = activators of human procaspase-3 D3A mutant, primary screen, biochemical, absorbance, PC-3 D3A mutant, single concentration; Caspase-3 (Homo sapiens), P42574; recombinant procaspase-3 D3A, Ac-DEVD-pNA absorbance 405 nm; activation, % at 8.5 µM; actives 0.11% (n = 330,000);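 active = activation above the mean of all tested compounds plus 3 SD, cut at about 21% in these data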;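 note: 0% = DMSO alone and 100% = DMSO wells spiked with extra 5 µM PC-3 D3A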
Target sequence (P42574 whole entry D9A/D28A/D175A): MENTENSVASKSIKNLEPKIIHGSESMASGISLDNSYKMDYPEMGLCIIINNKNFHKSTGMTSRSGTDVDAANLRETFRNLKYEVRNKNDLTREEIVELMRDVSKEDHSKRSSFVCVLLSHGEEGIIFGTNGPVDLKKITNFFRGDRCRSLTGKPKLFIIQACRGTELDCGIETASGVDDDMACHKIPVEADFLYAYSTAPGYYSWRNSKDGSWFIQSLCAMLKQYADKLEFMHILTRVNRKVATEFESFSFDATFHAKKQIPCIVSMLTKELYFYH
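System: Procaspase-3 D3A mutant. Medium: Zinc-free 300 mM NaCl, 50 mM HEPES, 0.01% Triton X-100. Schedule: 1 h preincubation plus 2 h reaction at 25 °C. Measured by: 405 nm absorbance of p-nitroaniline, reads at 0 and 120 min. Read-out: percent activation relative to control range.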
TPT1 inh = Candida albicans TPT1 enzyme inhibitors, primary screen, biochemical, fluorescence polarization; tRNA 2'-phosphotransferase TPT1 (Candida albicans SC5314); recombinant caTPT1, FP RNA substrate dephosphorylation; inhibition, % at 5 µM; actives 0.81% (n = 300,000); AID 1962, 2009;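 active = inhibition above the mean of all tested compounds plus 3 SD, set per screening campaign, cut at about 24% in these data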;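 note: plate controls were DMSO alone for no effect and ferristatin control at 100 nM for full effect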
HCV core dimer = inhibitors of HCV core protein dimerization, primary screen, biochemical, TR-FRET, high-throughput | TR-FRET GST/Flag-core106 dimerization, 1536-well | inhibition, % at 5 µM | actives 0.33% (n = 300,000) | AID 1899, 2009;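 active = inhibition above the mean of all tested compounds plus 3 SD, set per screening campaign, cut at about 45% in these data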
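assay system = GST-tagged and Flag-tagged HCV core protein residues 1-106 | controls = unlabelled core106 and no-GST-core106 wells | incubation = compound-protein-antibody incubation 4 h at 22.5 °C | probe or stimulus = Eu donor and XL665 acceptor anti-tag antibodies | read-out = % inhibition based on acceptor/donor emission ratio | signal = TR-FRET 671 and 617 nm emission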
* marks the source's active call; other numbers are inactive results; . = not tested or not shown.

Start of the data: the first two entries as a preview:
# | Structure | PAFAH2 FP inh | HCV core dimer | PP5 inh | proCasp3 act | proCasp7 act | CTSL1 counter | TPT1 inh | PP1 inh | AHR act
1 | CCCC1CC(C)(c2csc(Nc3ccc(OCC)cc3)n2)OC1=O (configuration not stated) | 4 | 3 | 5.9 | 4 | -5 | 4 | -1 | 1 | 4
2 | Nc1nonc1NC(=O)NN=C1CCCCC1 | 5 | -12 | 1.2 | 5 | -1 | -3 | -2 | 0 | 37

Main list (from the top)
# | Structure | PAFAH2 FP inh | HCV core dimer | PP5 inh | proCasp3 act | proCasp7 act | CTSL1 counter | TPT1 inh | PP1 inh | AHR act
1 | CCCC1CC(C)(c2csc(Nc3ccc(OCC)cc3)n2)OC1=O (configuration not stated) | 4 | 3 | 5.9 | 4 | -5 | 4 | -1 | 1 | 4
2 | Nc1nonc1NC(=O)NN=C1CCCCC1 | 5 | -12 | 1.2 | 5 | -1 | -3 | -2 | 0 | 37
3 | Cc1cc(-c2cc(-c3ccc(Cl)cc3)on2)nc(NCC2CC2)n1 | -1 | -18 | 2.8 | 11 | 3 | 3 | -4 | 0 | 13
4 | Cc1c(C(=O)O)sc(=S)n1-c1ccc(Cl)cc1 | -4 | -5 | 5.7 | 2 | -3 | -1 | 0 | -7 | 1
5 | COc1ccc(C(c2nnnn2C2CCCCC2)N2CCN(c3ccccc3F)CC2)cc1 (configuration not stated) | 0 | 21 | 0.3 | -3 | -12 | 3 | -3 | 4 | 6
6 | O=C(/C=C/Nc1ccc(Br)cc1F)c1ccccc1 | 3 | -12 | 3.1 | -14 | 3 | 3 | -5 | 4 | 45
7 | COc1ccc(NC(=O)c2ccc(S(=O)(=O)C(F)F)cc2)c(OC)c1 | 0 | -3 | -2.8 | -5 | -5 | 3 | 3 | -3 | 8
8 | COc1ccccc1C1CC(=O)Nc2cc(C)c(C)cc21 (configuration not stated) | 1 | -8 | 3.3 | -1 | -6 | -2 | -2 | -1 | 23
9 | C=CCN1C(=O)c2ccc(C(=O)NCC(=O)Nc3c(C)cc(C)cc3C)cc2C1=O | 4 | . | -0.5 | 7 | -8 | . | . | -4 | -1
10 | Cc1c(C(=O)Oc2ccc(F)cc2)sc2ncn(Cc3cccc(F)c3)c(=O)c12 | -12 | 10 | -0.7 | 10 | -4 | 5 | -3 | -17 | 3
11 | Cc1ccccc1-c1cc(C(=O)N2CCCC2)c2ccccc2n1 | 9 | 53* | 1.3 | 3 | -6 | 1 | 1 | 2 | 6
12 | CC1CCC/C(=C\c2ccc(O)cc2)C1=O (configuration not stated) | 2 | -2 | 0.5 | -4 | 5 | -4 | -1 | -1 | 0
13 | N#Cc1ccccc1CSC1=NCCS1 | -7 | -7 | 3.0 | -3 | -8 | 0 | -1 | -5 | -3
14 | CC(C)(C)c1ccc(C(=O)c2c[nH]c(C(=O)NCc3cccs3)c2)cc1 | -6 | 13 | 0.3 | -4 | 5 | 3 | -1 | 4 | 13
15 | CCN1C(=O)N[C@@H](c2cccc(F)c2)C(C(C)=O)=C1C | -5 | -11 | 3.0 | 2 | 0 | -5 | 5 | -6 | -1
16 | CCN1CCCC1CNS(=O)(=O)c1cc(Br)cc2c1N(C(=O)C1CC1)CC2 (configuration not stated) | 9 | 4 | 3.1 | 3 | 3 | -1 | -1 | 1 | 0
17 | COc1ccc(OCC(=O)Nc2cc(S(=O)(=O)N3CCCCC3)ccc2OC)cc1 | 9 | 8 | 2.9 | -8 | 7 | 3 | 1 | 2 | -1
18 | c1ccc2c(-c3[nH]ncc3CNCCCn3ncc4ccccc43)cccc2c1 | 0 | 3 | 0.5 | -2 | -4 | 0 | -3 | -1 | 0
19 | Cn1nc(C(=O)Nc2ccccc2)c2c1-c1ccccc1S(=O)(=O)C2 | -2 | 1 | 1.9 | 7 | 5 | -1 | -3 | -3 | -4
20 | CC(C)CCN1C(=O)c2ccc(C(=O)Nc3ccc(O)cc3C(=O)O)cc2C1=O | 11 | 8 | -2.9 | 0 | 9 | 0 | 4 | 1 | -1
21 | CCOc1ccc(NC(=O)CN(C)C(=O)CC(NC(=O)c2ccccc2)c2ccccc2)cc1OCC (configuration not stated) | 2 | 1 | -1.2 | -1 | 10 | 8 | 0 | -2 | 0
22 | COCCNC(=O)CCn1c(=O)oc2ccccc21 | -3 | -4 | 1.9 | 8 | 3 | -3 | 0 | 0 | 3
23 | O=C(NNC(=O)c1ccc(Cl)c(Cl)c1)c1ccncc1 | . | 1 | -0.8 | 0 | -2 | -3 | 1 | -2 | 2
24 | Cc1ncoc1C(=O)Nc1nccs1 | -9 | 0 | -0.1 | 4 | 4 | 2 | -1 | -2 | -2
25 | CCOC(=O)C1CN(S(=O)(=O)c2ccc(Cl)cc2)c2cc(S(=O)(=O)CC)ccc2O1 (configuration not stated) | . | 5 | 2.3 | -2 | 7 | -4 | -3 | -2 | 1
26 | O=C(c1ccc([N+](=O)[O-])s1)N1CCN(c2ccc(C(F)(F)F)cn2)CC1 | 0 | 22 | -0.1 | -8 | -10 | -1 | 5 | 1 | -1
27 | COc1ccc(Br)cc1/C=N/N1CCN(Cc2ccccc2)CC1 | 15 | -3 | -0.2 | -4 | 5 | 1 | 1 | -1 | 17
28 | COc1ccc(C(=O)NNC2=NS(=O)(=O)c3ccccc32)cc1OC | -1 | -4 | -0.1 | 10 | -1 | 1 | -4 | 2 | 0
29 | CCn1c(SCC(=O)NCC2CCCO2)nc2c(c1=O)SCC2 (configuration not stated) | -2 | -5 | 0.3 | 5 | 7 | 2 | -2 | -1 | -2
30 | O=C(COC(=O)/C=C/c1ccc(OC(F)F)cc1)Nc1ccc(S(=O)(=O)N2CCCC2)cc1 | -24 | 10 | 5.0 | 2 | -1 | 2 | 0 | 8 | 1
31 | O=S(=O)(Nc1ccncc1)c1cc(Cl)ccc1Cl | -7 | 0 | -0.8 | 6 | 10 | 0 | 1 | -3 | 2
32 | COC(=O)C1CCN(C(=O)COC(=O)c2ccc3[nH]c4c(c3c2)CCCC4)CC1 | 8 | 1 | 0.6 | 4 | 2 | -4 | 0 | -8 | 1
33 | CCN(CC(=O)Nc1cc(Cl)ccc1C)C(=O)c1ccc2c(=O)n3c(nc2c1)CCC3 | 6 | 2 | -1.3 | -15 | 4 | 5 | -1 | -5 | -3
34 | O=C(CCN1C(=O)c2ccc([N+](=O)[O-])cc2C1=O)Nc1ccc(O)cc1C(=O)O | -7 | -2 | -1.3 | -2 | 1 | 1 | -6 | 1 | 1
35 | O=C(NC1CCCCC1)C(c1ccncc1)N(Cc1ccccc1)C(=O)c1ccc(-c2ccccc2)[nH]1 (configuration not stated) | 3 | 14 | 0.5 | 1 | 1 | 4 | 1 | 16* | -1
36 | O=C1c2cc(F)ccc2OC2(CCNCC2)C12CC(c1ccccc1)=NO2 (configuration not stated) | 4 | -13 | 0.6 | 4 | 3 | -4 | -2 | 3 | 0
37 | C[C@@]12C(=O)N(c3ccc(Br)cc3)C(=O)N1[C@@H]1c3ccccc3OC[C@@H]1[C@H]2c1ccccc1 | -3 | . | . | -3 | 5 | . | . | . | 2
38 | O=C(NCCc1ccccc1)/C(=C/c1ccco1)c1ccccc1 | 6 | 19 | 4.4 | 0 | -11 | 1 | 3 | 3 | 3
39 | CCC(Oc1cc(Cl)ccc1Cl)C(=O)NN1C(=O)C2C3CCC(C3=C(C)C)C2C1=O (configuration not stated) | 1 | -178 | 4.5 | 8 | 2 | 2 | 0 | 0 | 0
40 | CC1(/[N+]([O-])=C/c2cccc(Cl)c2)CCCCC1=O (configuration not stated) | 1 | -1 | 1.4 | -8 | 2 | 1 | 1 | -2 | 0
41 | O=C(O)c1ccc(COc2c(F)c(F)c(F)c(F)c2F)o1 | 2 | 0 | 1.5 | -3 | -8 | 1 | 3 | -1 | -1
42 | CCc1c(C)[nH]n(CCC#N)c1=O | -1 | 0 | 0.6 | -6 | 8 | -3 | -1 | -2 | -1
43 | CCn1c(=N)n(CC(=O)c2ccc(Br)s2)c2ccccc21 | 5 | 5 | -3.1 | -4 | 5 | -1 | -1 | -1 | 48*
44 | Cc1csc(SCC(=O)NC(C)c2ccccc2)n1 (configuration not stated) | 2 | -2 | -1.1 | -1 | -5 | 0 | 0 | 3 | 2
45 | CCC(=O)N1CCc2cc(S(=O)(=O)NC(C(=O)NCc3ccc(C)cc3)C(C)C)ccc21 (configuration not stated) | -3 | -2 | 2.7 | 7 | 2 | 0 | -5 | -1 | 4
46 | Oc1[nH]c2ccccc2c1N=Nc1c(F)c(F)c(Cl)c(F)c1F | 3 | 4 | 0.1 | -3 | -3 | -1 | -3 | -1 | 11
47 | C=CCn1c(C)nc2c(sc3nc4c(cc32)COC(C)(C)C4)c1=O | -1 | 5 | 1.2 | 3 | 6 | 2 | 0 | 0 | 0
48 | O=C1Nc2ccccc2C1c1ncc(C(F)(F)F)cc1Cl (configuration not stated) | 1 | -7 | -1.1 | -5 | -2 | 0 | -4 | 1 | 90*
49 | Cc1c(NS(=O)(=O)c2cc(C(=O)N(C)Cc3ccccc3)ccc2Cl)c(=O)n(-c2ccccc2)n1C | 0 | . | . | -8 | 4 | . | . | . | 0
50 | CC1CCN(C2(O)C(=O)Nc3ccc(Br)cc32)CC1 (configuration not stated) | -2 | 4 | -1.0 | 0 | 3 | -1 | 5 | -7 | -4
51 | COC(=O)c1ccc(N/C=C\C(=O)c2ccc3c(c2)OCO3)cc1 | 1 | -31 | -0.8 | 1 | 3 | -1 | -5 | 1 | -4
52 | COc1ccc(CCC(=O)NC2CCCN(Cc3ccc(Cl)cc3)C2)cc1OC (configuration not stated) | 5 | 9 | -0.2 | -5 | 9 | 3 | 1 | -1 | 0
53 | Cc1ncc(CO)c(/C=N/NC(=O)c2ccc(O)cc2)c1O | 10 | -7 | -0.5 | -5 | -8 | 1 | -3 | -3 | 4
54 | Fc1cccc(COc2ccccc2C(=S)N2CCCC2)c1 | -1 | 0 | 0.4 | 4 | 8 | 6 | 0 | -4 | 6
55 | O=C(NC1CCCCC1)c1ccc([N+](=O)[O-])o1 | 3 | -7 | 0.9 | -6 | -5 | -4 | 0 | 2 | 1
56 | CCN(Cc1ccccc1)S(=O)(=O)c1c[nH]c(C(=O)OC)c1 | 6 | -1 | 0.9 | 6 | -2 | 3 | 2 | -2 | 0
